GCN5L2 inh: inhibitors of human GCN5L2 histone acetyltransferase; Potency, µM (series often up to 58.9 µM), without a hit: at the highest dose activity change, negative = inhibition, hits mostly inhibitors; Q92830; AID 504327; 390,000 compounds, 0.21% hits; GCN5L2 HAT assay, ThioGlo1 CoA-SH fluorescence
Target sequence (Q92830 whole entry, looked up): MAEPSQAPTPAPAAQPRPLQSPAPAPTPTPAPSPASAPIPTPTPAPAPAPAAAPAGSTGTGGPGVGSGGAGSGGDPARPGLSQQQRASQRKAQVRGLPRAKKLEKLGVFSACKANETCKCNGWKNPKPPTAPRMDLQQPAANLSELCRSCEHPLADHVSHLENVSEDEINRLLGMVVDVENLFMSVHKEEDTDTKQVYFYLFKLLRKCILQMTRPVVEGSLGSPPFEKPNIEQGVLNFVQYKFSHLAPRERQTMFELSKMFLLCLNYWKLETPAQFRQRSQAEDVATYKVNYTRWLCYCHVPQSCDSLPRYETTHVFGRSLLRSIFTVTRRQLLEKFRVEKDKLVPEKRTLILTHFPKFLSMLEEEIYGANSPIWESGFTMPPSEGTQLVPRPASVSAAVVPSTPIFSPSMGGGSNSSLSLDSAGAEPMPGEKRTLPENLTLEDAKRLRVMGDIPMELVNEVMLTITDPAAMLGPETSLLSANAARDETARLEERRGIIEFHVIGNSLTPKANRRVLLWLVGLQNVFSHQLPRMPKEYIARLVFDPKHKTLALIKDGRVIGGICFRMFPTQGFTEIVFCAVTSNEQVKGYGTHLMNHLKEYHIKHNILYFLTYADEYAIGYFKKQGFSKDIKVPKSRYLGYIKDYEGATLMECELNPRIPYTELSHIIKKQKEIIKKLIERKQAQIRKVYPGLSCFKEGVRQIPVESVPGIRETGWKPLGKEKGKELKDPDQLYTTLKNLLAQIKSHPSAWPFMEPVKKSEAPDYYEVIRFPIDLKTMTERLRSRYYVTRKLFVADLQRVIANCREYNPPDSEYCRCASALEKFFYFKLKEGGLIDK
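Compounds, pin-transferred from DMSO stocks, meet 20nM GCN5L2 for 15 min before the reaction begins with H3(1-25) peptide (75uM) and acetyl-CoA (70uM). Thiol-reactive ThioGlo1 reports CoA release over 20 min at room temperature.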
FEN1 inhibitor: blocks human flap endonuclease 1; Recombinant FEN1 flap cleavage, fluorescence, 15 min; Potency, µM (top dose mostly 114 µM), inactives show at the highest dose activity change, negative = inhibition, hits mostly inhibitors; 390,000 compounds, 0.35% hits; note: nearly all actives have a fitted effect of over 65% in size
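FEN1 at 10 nM, compound pretreatment for 15 min (room temperature), 50 nM final substrate to initiate; endpoint reads at 0 and 15 min; DMSO-only plates used as vehicle background.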
DT40 TDP1 CPT: growth inhibition of DT40 Tdp1-/-;hTDP1 cells with camptothecin (screen for TDP1 inhibitors); 420,000 compounds, 12% hits; chicken DT40 Tdp1-/-;hTDP1 cells + 20 nM CPT, ATP luminescence, 48 h; Potency, µM (titrated, usually from 46.2 µM), without a hit: at the top dose activity change, negative = growth inhibition, usual class: inhibitors; note: nearly all actives have a fitted effect of over 55% in size
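Chicken DT40 Tdp1-/- cells stably complemented with human TDP1 were seeded at 400 cells/well in medium containing 20 nM camptothecin, exposed to pin-transferred compounds, and grown at 37 °C for at least 48 hr. Viability was read as ATP luminescence.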
* = called active by the depositor; ? = inconclusive; . = no result given; & = joins results of further samples. Calls come from the whole dose curve; as a rule, active = well fitted curve in the direction sought with a large enough effect; inconclusive = small, poorly fitted or top-dose-only effect, or another doubt; inactive = no such curve, though single readings can be large; an effect the other way counts as inactive or inconclusive. % is set by controls: 0 for no effect and ±100 for the full control effect; potency is the fitted concentration of half-maximal effect.

Results follow in this order: GCN5L2 inh, FEN1 inhibitor, DT40 TDP1 CPT
Cc1ccc2nc(SCc3nnc(-c4ccccc4)o3)[nH]c2c1
    -1%, 0%, 5%
CCOC(=O)C(CCCOc1cccc(CC)c1)C(=O)OCC
    -6%, -4%, -4%
COc1cc(OC)c(OC)cc1CNC(=O)c1ccc(S(=O)(=O)N2CC(C)OC(C)C2)cc1 (stereo unspecified)
    -12%, 11%, 5%
O=C(N/N=C/c1c(O)n(-c2ccccc2Cl)c(=O)c2ccccc12)c1cccnc1
    -11%, 6%, ?
COc1ccc(CNC(=O)CN2C(=O)c3ccccc3C2=O)cc1
    5%, -11%, 0%
Cc1cccn2c(=O)c3cc(S(=O)(=O)c4ccccc4)c(=N)n(Cc4ccc(F)cc4)c3nc12
    2%, -17%, -24%
O=C(NC(=S)Nc1cccc(NC(=S)NC(=O)c2ccccc2)c1)c1ccccc1
    ., 10%, 9.2µM*
O=S(=O)(c1ccc(Br)cc1)N1CCN=C1SCc1cccc(F)c1
    -27%, -16%, ?
C=CCN1CCN(c2ccncc2S(=O)(=O)N2CCCCC2)CC1
    2%, -2%, -22%
O=C(O)CSCC(=O)N1CCN(S(=O)(=O)c2ccccc2)CC1
    -14%, -1%, 17%
O=C(NCC(c1ccco1)N1CCCC1)c1ccccc1Sc1ccc(C(F)(F)F)cc1[N+](=O)[O-] (stereo unspecified)
    -2%, -1%, ?
CC(C)n1cnc2c(NCc3ccc(S(N)(=O)=O)cc3)nc(NCc3ccc(S(N)(=O)=O)cc3)nc21
    -3%, -2%, 6%
COc1ccc(CCNC(=O)CCC(=O)N2CCOc3ccccc32)cc1OC
    -10%, -10%, -26%
C/C(=N\N1C(=O)c2ccccc2C1=O)c1cccc([N+](=O)[O-])c1
    0%, 1%, -5%
Cc1cc2ncc(-c3cccc(Cl)c3)cn2n1
    -5%, -1%, -19%
COCCN1C(=O)N[C@@H](c2ccccc2)[C@H](C(C)=O)[C@H]1C
    ., 10%, -13%
COc1ccc(Oc2ccccc2/C=C/C(=O)O)cc1
    1%, -1%, 5%
Cc1c(C(=O)N2CCN(c3ccccn3)CC2)oc2c(F)cccc12
    -1%, -1%, -28%
Cc1ccccc1C(=O)Nc1ccc(C(=O)N/N=C/c2ccc(F)cc2)cc1
    -10%, -5%, -9%
COc1ccc(CCNC(=O)Cn2nnc3ccccc3c2=O)cc1
    -3%, -20%, -6%
CCN1CCN(CCCN(Cc2ccco2)C(=S)Nc2ccc(Cl)cc2)CC1
    -5%, 2%, -6%
CSc1nc(O)c(C(c2cccc([N+](=O)[O-])c2)c2c(O)nc(SC)[nH]c2=O)c(=O)[nH]1
    -4%, 2%, 0%
COc1cc(C2=NOC(C(=O)Nc3ccc(C(C)=O)cc3)C2)cc(OC)c1OC (stereo unspecified)
    -4%, -2%, -21%
Cc1ccc(/C=N/NC(=O)CNC(=O)c2cccs2)cc1
    -7%, -11%, -1%
C=CCn1c(CC(C)(C)C)nc2ccccc21
    2%, -5%, 0%
CC1(C)Cc2c(cnn2-c2ccccc2)C(NC(=O)c2ccc[n+]([O-])c2)C1 (stereo unspecified)
    -6%, 14%, -3%
Cc1cc2nc3c(=O)[nH]c(=O)[nH]c3nc2c([N+](=O)[O-])c1N
    ?, 45µM*, -23%
COc1ccc(OC)c(NC(=O)CSc2nnc(CNC(=O)c3ccco3)o2)c1
    2%, -6%, ?
CN(C)c1ccc(S(=O)(=O)NCC(=O)OCC(=O)Nc2cc(Cl)cc(Cl)c2)cc1[N+](=O)[O-]
    -20%, -12%, -6%
O=C(NCCCCNC(=O)C(F)(F)F)C(F)(F)F
    -2%, -4%, -7%

Quoted at random: 2 entries already listed
Results follow in this order: GCN5L2 inh, FEN1 inhibitor, DT40 TDP1 CPT
Cc1ccc(/C=N/NC(=O)CNC(=O)c2cccs2)cc1
    -7%, -11%, -1%
O=C(NCCCCNC(=O)C(F)(F)F)C(F)(F)F
    -2%, -4%, -7%

(continued)
Results follow in this order: GCN5L2 inh, FEN1 inhibitor, DT40 TDP1 CPT
CCOC(=O)c1c(N)sc(C(=O)Nc2ccccc2)c1C
    3%, -15%, ?
COc1cc(C=O)c(-c2c(C=O)cc(OC)c3c2OCO3)c2c1OCO2
    -3%, -14%, ?
CCC(C)(C)n1nnnc1C(c1cccs1)N1CCc2ccccc21 (stereo unspecified)
    -5%, -10%, 29µM*
O=C(CN1c2ccccc2Sc2ccccc21)N/N=C/c1ccc(Cl)cc1
    -12%, -7%, ?
Cn1c2c(c(=O)n(C)c1=O)C(NS(=O)(=O)c1ccccc1)(C(F)(F)F)C(=O)N2 (stereo unspecified)
    -8%, -3%, -10%
CCn1cc(CNC(=O)c2cc(-c3cc(OC)ccc3OC)nc3ccccc23)c(C)n1
    16%, 3%, ?
CCOC(=O)CSc1nnc(CNC(=O)c2ccco2)n1C
    -5%, 5%, -13%
O=C(NC(=S)Nc1ccccc1C(F)(F)F)c1ccccc1F
    -8%, 6%, -4%
Clc1ccccc1CN(Cc1ccccc1)c1ncnc2nc[nH]c12
    -6%, -22%, -9%
Cc1ccc(S(=O)(=O)CC(=O)Nc2nc3ccccc3s2)cc1
    -3%, 3%, 5%
COc1ccc(S(=O)(=O)NC(CC(=O)NCc2ccc3c(c2)OCO3)c2ccco2)cc1 (stereo unspecified)
    -8%, -1%, -21%
CCOC(=O)C1(Cc2ccc(OC)cc2)CCN(C(=O)CCc2cccnc2)CC1
    0%, -7%, 0%
COc1ccccc1N1CCN(/N=C/c2ccc(C(=O)O)cc2)CC1
    8%, 0%, 3%
O=C(NCCS(=O)(=O)NCc1ccccn1)c1ccccc1
    -6%, 1%, 1%
Cc1cc(C)cc(Nc2ncnc3nc[nH]c23)c1
    -3%, -2%, ?

The results go on:
compound	GCN5L2 inh	FEN1 inhibitor	DT40 TDP1 CPT
CC(=O)N1CCCc2cc(S(=O)(=O)N3CCCCC3)ccc21	-13%	15%	-7%
Cc1ccc(-n2ncc3c(=O)n(CC(=O)OCc4ccccc4)cnc32)cc1	-4%	1%	-8%
O=C(c1ccc(-c2cc(O)c3ncccc3c2)cc1)N1CCNCC1	2%&1%	?	.
CC(C)CNS(=O)(=O)c1ccccc1C(=O)N1CCCCC1	0%	-1%	-17%
Cc1cc(-c2ccccc2)n2nc(N)nc2n1	1%	0%	-2%
CN1C(=O)Cc2cc(S(=O)(=O)CCC(=O)Nc3ccc(F)c(Cl)c3)ccc21	-9%	0%	?
O=c1cc(CN2CCN(c3ccccc3F)CC2)c2cc3c(cc2o1)CCCC3	2%	-15%	?
CCCNS(=O)(=O)c1ccc(CCC(=O)NCc2ccco2)cc1	-1%	13%	?
COCc1cc(Sc2c(Cl)cccc2Cl)nc(-c2ccccc2)n1	-11%	6%	-2%
COc1ccc(OC)c(-n2c(SCC(C)=O)nnc2-c2cccc(S(=O)(=O)N(C)C)c2)c1	-2%	-3%	-15%
CN1CC(=O)N(CC(=O)NC2CCCCC2)C1=O	0%	12%	-3%
Cc1ccc(CSC2=NCCN2C(=O)c2ccc(S(=O)(=O)N(C)C)cc2)cc1	-8%	-20%	-10%
COC(=O)C1CCN(S(=O)(=O)c2cc3c4c(c2)C(C)C(=O)N4CCC3)CC1 (stereo unspecified)	-7%	4%	-12%
O=C1/C(=C\c2ccco2)SC(=S)N1c1ccc(O)cc1	-6%	-7%	5%
COC(=O)C1C(=O)C2=C(CC1C)NC(=O)CC2c1ccccc1 (stereo unspecified)	-16%	3%	0%

Full records from above. Order of screens: GCN5L2 inh	FEN1 inhibitor	DT40 TDP1 CPT
COC(=O)C1CCN(S(=O)(=O)c2cc3c4c(c2)C(C)C(=O)N4CCC3)CC1 (stereo unspecified) is listed with -7%	4%	-12%
Cc1ccc(CSC2=NCCN2C(=O)c2ccc(S(=O)(=O)N(C)C)cc2)cc1 is listed with -8%	-20%	-10%
COC(=O)C1C(=O)C2=C(CC1C)NC(=O)CC2c1ccccc1 (stereo unspecified) is listed with -16%	3%	0%
COCc1cc(Sc2c(Cl)cccc2Cl)nc(-c2ccccc2)n1 is listed with -11%	6%	-2%
CN1C(=O)Cc2cc(S(=O)(=O)CCC(=O)Nc3ccc(F)c(Cl)c3)ccc21 is listed with -9%	0%	?

Continued.
compound	GCN5L2 inh	FEN1 inhibitor	DT40 TDP1 CPT
CCOc1cccc2c1OC1(CCCCC1)N1N=C(c3cccnc3)CC21 (stereo unspecified)	-4%	2%	-26%
COC(=O)C1=C(C(=O)OC)[C@@H]2N(Cc3ccccc3)c3ccccc3[C@@]23C[C@@H](C(=O)OC)N(C(=O)c2ccc(Br)cc2)C3=N1	-1%	2%	?
ON1C(c2ccccc2C(F)(F)F)N(O)[C@H]2CCCC[C@H]21 (stereo partly specified)	-13%	-5%	4%
OCCN1CCN(c2cc(C(F)(F)F)nc3ccccc23)CC1	-3%	6%	-2%
Cc1cccc(CNC(=O)CN2C(=O)CSc3c2c(C)nn3-c2ccccc2)c1	-1%	0%	?
CCCCN1CC(Br)C(=O)NC1=O (stereo unspecified)	.	1%	15µM*
NS(=O)(=O)c1ccc(CCNC(=O)c2cc(=O)[nH]c3ccccc23)cc1	-5%	14%	-3%
CN1CCN(C(=O)C2=C[C@H](c3coc4ccccc4c3=O)C[C@H](OCc3ccc(CO)cc3)O2)CC1	-1%	18%	-12%
CC1=C(C(=O)OCC(C)C)C(c2ccc(Br)s2)NC(=O)N1 (stereo unspecified)	0%	0%	-25%
Cc1c(C)c2ccc(OC(C)C(=O)N3CC[C@@]4(O)CCCC[C@H]4C3)c(C)c2oc1=O (stereo partly specified)	-5%	-13%	?
Cn1c(N)c(C(=O)CNC2CCCCC2)c(=O)n(C)c1=O	.	0%	-12%
Cc1oncc1-c1cn2ccccc2n1	-3%	-14%	0%
CCN(C(=O)COC(=O)CN(C)S(=O)(=O)c1ccc(NC(C)=O)cc1)C1CCS(=O)(=O)C1 (stereo unspecified)	0%	1%	-5%
Cc1ccc2[nH]cc(C(=O)NCc3cccs3)c(=O)c2c1	-4%	0%	23µM*
Cc1ccc(/C=N\NC(=O)c2csnn2)cc1	-3%	0%	-2%
Cc1cc(C)n2nc(CNC(=O)c3ccc(Cl)cc3)nc2n1	-1%	7%	-8%
CCCCOC(=O)c1ccc(Nc2nnc(-n3nc(C)cc3C)c3ccccc23)cc1	-6%	-5%	?
COc1ccnc(CS(=O)c2nc3ccc(OC(F)F)cc3[nH]2)c1OC (stereo unspecified)	?	.	?
CC(NC(=O)c1c(O)nc2ccccn2c1=O)c1ccccc1 (stereo unspecified)	-7%	15%	23µM*
CCOC(=O)C1CCCN(C(=O)c2ccc(C(=O)c3ccccc3)cc2)C1 (stereo unspecified)	0%	4%	-20%
O=C(CN1CCN(c2ccccn2)CC1)Nc1ccc(OCc2ccccc2)cc1	20%	-10%	?
CC1CCCC(NC(=O)CNC(=O)c2cccs2)C1C (stereo unspecified)	-1%	2%	-8%
CCOc1ccc(NC(=O)CCN2CCCCC2)cc1	-4%	5%	8%
Cc1cc(NC(=O)CN2C(=O)c3ccccc3S2(=O)=O)no1	-14%	0%	-20%
COCC(C)NC(=S)N1CCN(c2ccccc2Cl)CC1 (stereo unspecified)	-10%	-10%	-8%
CC1=C(c2ccc(C(C)C)cc2)S(=O)(=O)N=C1N1CCC(C(=O)NCc2ccco2)CC1	-13%	-1%	?
Clc1cccc(N2CCN(c3nc4ccccc4c4nc(-c5ccccc5)nn34)CC2)c1	-10%	20%	-18%
CCOc1ccccc1N(C)C(=O)CCS(=O)(=O)c1ccc2c(c1)NC(=O)C(C)S2 (stereo unspecified)	-2%	18%	?
CCn1c(SCC(=O)N2CCN(c3ccccc3)CC2)nnc1-c1ccoc1C	-4%	3%	-7%
Nc1nc(-c2ccco2)nn1S(=O)(=O)c1ccccc1	-2%	3%	1%
CC(=O)Nc1ccc2c(c1)CCc1ccccc1-2	-3%	14%	11%
COc1ccc(C(=O)c2c3ccc(OC)cc3[n+]([O-])n2CCCC(N)=O)cc1	-9%	-14%	-1%
COc1ccc(C(=O)c2c(C(F)(F)F)oc3c2C(=O)c2ccccc2C3=O)cc1	-9%	-16%	4.6µM*
COCC1CCN(Cc2nc(Cc3ccccc3Cl)no2)CC1	0%	-5%	2%
CCn1c(C)nc2cc(C(N)=O)ccc21	-3%	-8%	-4%
O=c1cc(/C=C/c2ccc([N+](=O)[O-])cc2)c2ccccc2[nH]1	.	-10%	-20%
O=S(=O)(c1ccccc1)N1CCN(S(=O)(=O)c2ccc(F)cc2)CC1	-18%	3%	1%
Cc1ccc(C(=O)Nc2nnc(-c3ccncc3)o2)cc1	-12%	1%	?

Bioassay records (PubChem)

A portion of the library. The share of hits here may be higher or lower than overall.
